# High-throughput results (PubChem)
# AID inhibitor: blocks human AID cytidine deaminase activity; Q9GZX7; AID deamination FRET fluorescence, UDG-coupled, 4 h; Potency, µM (series often up to 115 µM), for the others: top-dose activity change, negative = inhibition, usual class: inhibitors; hit rate 0.32% among 91,000; note: nearly all actives have a fitted effect of over 25% in size
# Target sequence (Q9GZX7 whole entry, looked up): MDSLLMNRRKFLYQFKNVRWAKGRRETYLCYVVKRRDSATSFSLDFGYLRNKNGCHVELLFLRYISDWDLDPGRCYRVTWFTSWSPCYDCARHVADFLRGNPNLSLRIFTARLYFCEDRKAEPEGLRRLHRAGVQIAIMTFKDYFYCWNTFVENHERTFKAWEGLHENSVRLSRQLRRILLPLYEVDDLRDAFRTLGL
# UDG counter: blocks uracil-DNA glycosylase in AID counter-screen | FRET deamination/UDG coupled assay, UDG read, 4 h | Potency, µM (titrated, usually from 115 µM), for inactives: top-dose activity change, negative = inhibition, most hits filed as inhibitors | hit rate 0.14% among 91,000; note: nearly all actives have a fitted effect of over 65% in size
# Active calls of the source: *; ? = inconclusive; [ ] = another dose, or the depositor's remark. Calls come from the whole dose curve; as a rule, active = well fitted curve in the direction sought with a large enough effect; inconclusive = small, poorly fitted or top-dose-only effect, or another doubt; inactive = no such curve, though single readings can be large; an effect the other way counts as inactive or inconclusive. % is set by controls: 0 for no effect and ±100 for the full control effect; potency is the fitted concentration of half-maximal effect. Only part of the results is shown; the hit share may differ from the screen's.
[1] CC1CC1C(=O)NCCC12CC3CC(CC(C3)C1)C2 (stereo not drawn)
[2] Cn1c(Cl)cnc1COC(=O)CC12CC3CC(CC(Br)(C3)C1)C2
[3] CCCn1nc(C(=O)N2CCc3ccccc3C2)c2ccccc2c1=O
[4] CCOC(=O)Cn1c(=O)n(-c2ccccc2OC)c2nc(-c3ccccc3F)nc(C(N)=O)c21
[5] COc1ccc(-c2cc(C(F)(F)F)n3nc(C(=O)Nc4sc5c(c4C(=O)OC(C)C)CCCC5)cc3n2)cc1OC
[6] CCC(NC(=O)c1cccnc1)C12CC3CC(CC(C3)C1)C2 (stereo not drawn)
[7] CC(=O)N(c1nc(C)c(C(=O)Nc2ccc3cc[nH]c3c2)s1)C(C)C
[8] COc1ccc(NC2c3ccccc3C(=O)N2c2cccnc2)cc1Cl (stereo not drawn)
[9] COc1cccc(NC(=O)Cn2nnc(-c3nc(-c4ccccc4)no3)c2N)c1
[10] COc1ccccc1N1CCN(CCN(C(=O)c2ccc(F)cc2)c2ccccn2)CC1
Compound | 1 | 2 | 3 | 4 | 5 | 6 | 7 | 8 | 9 | 10
AID inhibitor | -13.0% | -16.1% | -16.6% | 16.3% | 7.4%[57.5 µM] | -0.2% | 6.0% | 0.4% | 8.8% | -4.3%
UDG counter | -9.5% | -8.9% | -4.8% | 7.3% | 0.7%[57.5 µM] | -1.8% | 5.4% | -0.9% | -14.9% | -1.6%

[11] CCOc1ccc(-c2nnc(N3CCOCC3)c3ccccc23)cc1
[12] Cc1ccc(NC(=O)C(C)N(c2ccc(C)c(C)c2)S(C)(=O)=O)cc1C (stereo not drawn)
[13] O=C(Nc1ccc2nn(-c3ccccc3)nc2c1)c1ccc(-c2cccc(Cl)c2)o1
[14] N#Cc1nc(-c2ccc(S(=O)(=O)N3CCCC3)cc2)oc1N1CCC(Cc2ccccc2)CC1
[15] Cc1ccc(C(=O)COC(=O)CCc2c[nH]c3ccccc23)c(C)c1
[16] CC(C)CCNC(=O)c1cc2n(n1)CC(C)(C(=O)NCCC(C)C)N(C)C2=O (stereo not drawn)
[17] CCc1cc(=O)oc2cc(OS(=O)(=O)c3cccc(C(F)(F)F)c3)ccc12
[18] Cc1cc(C)c(NC(=O)CN(C)CC(=O)NC(=O)NCc2ccccc2)c(C)c1
[19] CO[C@@]1(NC(=O)CSCC#N)C(=O)N2C(C(=O)O)=C(CSc3nnnn3C)CS[C@@H]21
[20] COc1ccccc1CNC(=O)CN1C(=O)COc2ccc(S(=O)(=O)NC3CCCC3)cc21
Compound | 11 | 12 | 13 | 14 | 15 | 16 | 17 | 18 | 19 | 20
AID inhibitor | ? | -18.7% | 204.0%[activator] | -10.8% | -6.9% | -5.5% | -6.0% | 12.1% | 2.9% | -14.0%
UDG counter | 11.0% | -15.4% | 6.5% | -3.3% | -2.9% | -18.5% | -5.0% | 7.8% | -0.3% | -7.9%[57.5 µM]

[21] N#Cc1cccc(C(=O)NCCc2cccnc2)c1
[22] COc1nn(C)c2nc(C)c(CCC(=O)NC(C)C3CC3)c(C)c12 (stereo not drawn)
[23] CCc1ccc(CNC(=O)c2cnc3sc4cc(OC)ccc4n3c2=O)cc1
[24] COc1ccc(NC(=O)C(Cc2c[nH]c3ccccc23)NC(=O)OC(C)(C)C)cc1 (stereo not drawn)
[25] CCN(C(=O)Cn1c(=O)nc(-c2ccccc2)c2cc(Cl)ccc21)c1cccc(C)c1
[26] COc1ccccc1NC(=O)Cn1c(=O)n(CC(=O)NCc2ccccc2Cl)c(=O)c2sccc21
[27] O=C(NC1CCCC1)c1cc(Sc2cccc(Cl)c2)nc2ccccc12
[28] COc1cc(OC)c(C(=O)Nc2ccc3oc(C)nc3c2)cc1OC
[29] CCc1cccc(C)c1NC(=O)C1CCN(S(=O)(=O)c2cc(Br)cc3c2N(C(C)=O)CC3)CC1
[30] FC(F)(F)c1cccc(-c2ccc(CNC3CC3)o2)c1
Compound | 21 | 22 | 23 | 24 | 25 | 26 | 27 | 28 | 29 | 30
AID inhibitor | -3.7% | -6.7% | -17.8% | ? | 18.8% | 0.1% | 6.6% | -9.8% | 4.1% | -4.4%
UDG counter | -3.8% | -3.3% | 9.4% | ? | 1.1% | 0.0% | 3.2% | -7.1% | -13.3%[57.5 µM] | 1.3%

[31] CCOc1ccc(-c2oc3ccc(C)cc3c(=O)c2O)cc1
[32] CCOc1ccc(NC(=O)C(C)C)c2cccnc12
[33] O=C(CCCOC(=O)c1cc(Cl)ccc1Cl)c1ccc(Br)cc1
[34] CC(C)CNC(=O)CCc1cccnc1
[35] CC(=O)N1CCCc2cc(S(=O)(=O)N3CCC(C(=O)Nc4c(C)cccc4C)CC3)ccc21
[36] Cc1oc(-c2ccccc2)nc1CC(=O)N1CCCC(C(F)(F)F)C1 (stereo not drawn)
[37] CC(C)Oc1ccc(CNC(=O)c2ccc3c(c2)nc2n3CCCCC2)cc1
[38] Cc1c(C(=O)N(Cc2ccc(N(C)C)cc2)CC2CCCO2)oc2ccc(Cl)cc12 (stereo not drawn)
[39] CCCCN(C(=O)c1ccc2c(=O)n3c(nc2c1)CCCCCC3)c1ccccc1
[40] COc1ccc(NC(=O)CCn2c(=O)c3cccn3c3cccnc32)c(OC)c1
Compound | 31 | 32 | 33 | 34 | 35 | 36 | 37 | 38 | 39 | 40
AID inhibitor | -3.4% | 13.5% | 2.7% | -0.4% | 2.7% | -2.2% | 5.4% | -29.9% | -15.5% | -0.5%
UDG counter | 3.6% | -4.7% | -3.6% | 1.0% | -17.7% | -3.6% | 0.0% | -5.1% | 2.0% | 11.9%

[41] O=C(Nc1cccc(C(=O)N2CCN(c3ccccc3)CC2)c1)C1=CSCCO1
[42] COc1cc(CNc2ccc3[nH]c(=O)[nH]c3c2)cc(Br)c1OCc1ccccc1F
[43] CCOc1ccccc1C1C(C(=O)N2CCCCC2)=C(C)Nc2nc3ccccc3n21 (stereo not drawn)
[44] O=C(Nc1ccc2nn(-c3ccccc3)nc2c1)c1cc2ccccc2o1
[45] COc1ccc(N2CC(C(=O)NCc3nnnn3-c3ccc(C)c(C)c3)CC2=O)cc1 (stereo not drawn)
[46] CN(C)CC(O)COc1ccc(NC(=O)Nc2ccc(F)cc2)cc1 (stereo not drawn)
[47] Cc1ccc(S(=O)(=O)Nc2cc(Cl)c3oc4c(c3c2)C(=O)CC(C)(C)C4)cc1
[48] CC(C)c1ccccc1NC(=O)COC(=O)CCc1nc2ccccc2s1
[49] CCc1c(C)sc(NC(=O)c2cccc(OC)c2)c1C#N
[50] CCC(C)c1ccc(NC(=O)COC(=O)CCC2CCCC2)cc1 (stereo not drawn)
Compound | 41 | 42 | 43 | 44 | 45 | 46 | 47 | 48 | 49 | 50
AID inhibitor | -7.0% | 45.4%[activator] | -3.0% | 10.2% | -3.7% | -8.8% | -17.4% | -5.7% | 16.6% | -9.7%
UDG counter | 2.2% | -1.0% | -15.9% | -12.4% | -2.9% | -5.2% | 0.0% | 3.2% | -4.3% | -6.6%

# Compound profiles, from the list above:
# Shown for Cc1ccc(S(=O)(=O)Nc2cc(Cl)c3oc4c(c3c2)C(=O)CC(C)(C)C4)cc1 : AID inhibitor: -17.4%; UDG counter: 0.0%
# Shown for CCc1c(C)sc(NC(=O)c2cccc(OC)c2)c1C#N : AID inhibitor: 16.6%; UDG counter: -4.3%
# Shown for COc1ccc(N2CC(C(=O)NCc3nnnn3-c3ccc(C)c(C)c3)CC2=O)cc1 (stereo not drawn) : AID inhibitor: -3.7%; UDG counter: -2.9%

# Part of the list above, with values under each structure.
# Order of values: AID inhibitor	UDG counter
39: CCCCN(C(=O)c1ccc2c(=O)n3c(nc2c1)CCCCCC3)c1ccccc1
→ -15.5%	2.0%
40: COc1ccc(NC(=O)CCn2c(=O)c3cccn3c3cccnc32)c(OC)c1
→ -0.5%	11.9%
41: O=C(Nc1cccc(C(=O)N2CCN(c3ccccc3)CC2)c1)C1=CSCCO1
→ -7.0%	2.2%
42: COc1cc(CNc2ccc3[nH]c(=O)[nH]c3c2)cc(Br)c1OCc1ccccc1F
→ 45.4%[activator]	-1.0%
43: CCOc1ccccc1C1C(C(=O)N2CCCCC2)=C(C)Nc2nc3ccccc3n21 (stereo not drawn)
→ -3.0%	-15.9%

# (listing goes on)
[51] Cc1ccc(C)c(NC(=O)Nc2nnc(N(CC(C)C)CC(C)C)s2)c1
[52] COc1ccc(CCN(C)C(=O)C2CCCN(Cc3ccccc3)C2)cc1OC (stereo not drawn)
[53] O=CNNC(=S)Nc1cc(Cl)ccc1Cl
[54] CCn1c(C)c(C)c2cc(C(=O)N3CCN(c4cccc(C)c4C)CC3)ccc21
[55] CC(=O)Nc1ccc(NC(=O)C(C)C)cc1Cl
[56] COc1ccccc1-c1coc2cc(O)ccc2c1=O
[57] Cc1ccc(-n2ncc3c(N(C)C)ncnc32)cc1Cl
[58] CC(=O)Nc1ccc2nc(SCCOc3ccc(C)cc3)sc2c1
[59] Cc1ccc2nc(Cl)c3cc(C(=O)NCCCN(C)Cc4ccccc4)sc3c2c1
[60] Cc1ccc2cc(C(=O)NCc3ccco3)[nH]c2c1
Compound | 51 | 52 | 53 | 54 | 55 | 56 | 57 | 58 | 59 | 60
AID inhibitor | -11.4% | 0.9% | 1.7% | ? | 5.7% | -2.7% | -29.1% | 3.1% | ? | 0.6%
UDG counter | -12.7% | -0.3% | -6.2% | 18.2% | 3.1% | 0.0% | ? | -2.9% | 79.4µM* | -4.7%

[61] O=C(NCCc1ccccc1)c1cc(-c2ccccn2)nc2ccccc12
[62] c1ccc(Oc2ncnc3sc(-c4ccccc4)cc23)cc1
[63] CC(NC(=O)c1ccc2c(c1)N(Cc1cccc(F)c1)C(=O)c1ccccc1S2)c1ccccc1 (stereo not drawn)
[64] CCCCCCn1c(NCc2ccccc2)nc2c1c(=O)[nH]c(=O)n2C
[65] Cc1ccc(NC2(c3nnnn3-c3ccccc3C)CCCCC2)cc1
[66] CCCC(C)NC(=O)c1cc(Br)c(Br)s1 (stereo not drawn)
[67] Cc1ccc(C(=O)NC2=NC(c3ccc(C)cc3)CC(=O)N2)cc1 (stereo not drawn)
[68] Cc1nc2ccc(C(=O)OCC(=O)NC3CCCC3)cc2nc1C
[69] COCCn1c(C)cc(O)c(C(c2ccc(OC)cc2)N2CCN(c3ccccc3)CC2)c1=O (stereo not drawn)
[70] COc1ccc(-c2noc(N3CCN(c4ccc(Cl)cc4)CC3)n2)cc1OC
Compound | 61 | 62 | 63 | 64 | 65 | 66 | 67 | 68 | 69 | 70
AID inhibitor | -3.0% | -15.9% | -3.1% | 2.8% | -17.8% | -4.7% | 20.4% | 5.0% | 3.7% | 10.6%[57.5 µM]
UDG counter | -4.1% | -2.2% | -21.5%[57.5 µM] | -1.2% | -1.6% | -4.6% | 1.7% | 4.4% | 48.5%[activator] | -9.6%[57.5 µM]

[71] COc1cc2[nH]c(=O)n(CCC(=O)N3CCN(c4ccc(Cl)cc4)CC3)c(=O)c2cc1OC
[72] COC(=O)c1cn(CC(=O)N2CCC(C)CC2)c2ccccc12
[73] CC(=O)N1c2ccccc2-c2nnc(SCc3ccccc3)nc2OC1C (stereo not drawn)
[74] CCCCC[C@H](CC(=O)NO)C(=O)N[C@H](C(=O)N1CCC[C@H]1CO)C(C)C
[75] Cc1ccc2nc(COc3cccc(NC(=O)Nc4ccc(C)c(Cl)c4)c3)cc(=O)n2c1
[76] O=C(Nc1ccc2c(c1)CCCN2C(=O)c1cccs1)c1ccccc1
[77] Cc1ccc2nc(-c3cc(NC(=O)/C=C/c4ccccc4)ccc3Cl)oc2c1
[78] COC(=O)C1=CO[C@@H](O)[C@@H]2C(CO)=CC[C@H]12
[79] COc1cc(/C=C/C(=O)c2cccc([N+](=O)[O-])c2)cc(OC)c1
[80] O=C(O)c1c(-c2ccccc2)oc2ccc(OCc3c(F)cccc3Cl)cc12
Compound | 71 | 72 | 73 | 74 | 75 | 76 | 77 | 78 | 79 | 80
AID inhibitor | 2.4% | -7.0% | -1.4% | -3.1% | 2.9% | -20.0% | -17.3% | 8.8% | 0.4% | 79.4µM*
UDG counter | -0.4% | -6.9% | 7.9% | -9.8% | 0.0% | -9.2% | 1.4% | 1.2% | -0.4% | -16.3%

# Three entries out of the list above, arranged by their value in AID inhibitor, low to high:
entry	canonical_smiles	AID inhibitor
77	Cc1ccc2nc(-c3cc(NC(=O)/C=C/c4ccccc4)ccc3Cl)oc2c1	-17.3%
74	CCCCC[C@H](CC(=O)NO)C(=O)N[C@H](C(=O)N1CCC[C@H]1CO)C(C)C	-3.1%
75	Cc1ccc2nc(COc3cccc(NC(=O)Nc4ccc(C)c(Cl)c4)c3)cc(=O)n2c1	2.9%

# Single entries from above.
# no. 78 | AID inhibitor = 8.8%
# no. 80 | AID inhibitor = 79.4µM*
# no. 76 | AID inhibitor = -20.0%
# no. 77 | UDG counter = 1.4%
# no. 75 | AID inhibitor = 2.9%
# no. 71 | AID inhibitor = 2.4%
# no. 72 | AID inhibitor = -7.0%

# Additional structures
[81] COc1ccc(-c2c(C)c3ccc(O)c(C)c3oc2=O)cc1
[82] COc1ccccc1C1=Nn2c(nc3sc(C(=O)Nc4ccccc4Cl)c(C)c3c2=O)SC1
[83] O=C(CCS(=O)(=O)c1cc2c3c(c1)CCN3C(=O)CC2)NCc1ccc(Cl)cc1
[84] CC1(C(=O)Nc2cccc(Br)c2)Cc2ccccc2C(=O)O1 (stereo not drawn)
[85] COc1ccc(-c2nc3cc(C)ccn3c2NC(=O)c2ccc(F)cc2)cc1
Compound | 81 | 82 | 83 | 84 | 85
AID inhibitor | -4.7% | 2.3% | -16.3% | -16.0% | 12.6%
UDG counter | 0.1% | -5.3%[57.5 µM] | -13.2% | -2.0% | -3.2%
